zfTRPN1 agonist – agonists of zebrafish TRPN1 channel; 220,000 tested, 0.18% active; activation, % at 3 µM; HEK293 zebrafish TRPN1-YFP, Fluo-8 calcium fluorescence; 100% = response to 87 µM carbachol; AID 1424;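 active means activation above its plate's cutoff, the mean activation of test wells on that plate plus 3 SD, cut at about 19% in these data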;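 further: 0% = DMSO alone and 100% = 87 µM carbachol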
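Material: zebrafish TRPN1-YFP in HEK293 cells. Doses: one dose of 3 µM, 0.3% DMSO. Incubation: dye 1 h 37 °C plus 30 min RT. Measured by: intracellular calcium fluorescence with Fluo-8.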
CHOP inhibitor – CHOP inhibition in unfolded protein response; CHO-K1 CHOP-promoter luciferase, tunicamycin-induced, 15-18 h; inhibition, % at 10 µM; 220,000 tested, 3.8% active; AID 2732;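 active means compounds that reduced the stress-induced luciferase reporter signal by more than about 70% of percent inhibition, limit read from the data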;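 further: 0% = tunicamycin plus vehicle and 100% = wells without tunicamycin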
PPC-1+TRAIL kill – kills PPC-1 cancer cells in the presence of TRAIL. PPC-1 cells + TRAIL, ATPLite viability luminescence. cell killing (% activity), % at 4 µM. 220,000 tested, 0.41% active;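 active means cell killing above 50% in the first pass at 4 µM, then a duplicate retest at 5 µM averaging 50% or more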;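 further: plate controls were cells with TRAIL plus DMSO for no effect and medium-only wells lacking cells for full effect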
NPY Y1 blocker – NPY-Y1 (human) receptor antagonism; inhibition, % at 3.6 µM; 200,000 tested, 1% active; P25929; HEK293-CNG Y1 cells, membrane potential fluorescence; NPY at EC95, then isoproterenol;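 active means inhibition above the campaign mean inhibition of all tested compounds plus 3 SD, cut at about 20% in these data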;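 further: 0% = DMSO wells given NPY plus isoproterenol and 100% = isoproterenol alone without NPY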
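Material: Y1- and CNG-channel-expressing HEK293 cells / Probe or stimulus: NPY 25 nM then isoproterenol 1 µM plus Ro 20-1724 25 µM / Doses: 3.6 µM single dose, DMSO 0.4% / Schedule: compound incubation 1 h at room temperature, readout 45 min post-stimulation / Signal: membrane potential fluorescence / Benchmarks: isoproterenol-only wells as full block versus NPY-plus-isoproterenol wells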
EP2 antag – EP2 receptor (human) inhibition | P43116 | inhibition, % at 25 µM | 260,000 tested, 0.52% active | C6 glioma cells expressing human EP2, cAMP TR-FRET; cells stimulated with saturating PGE2;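 active means percent inhibition above 40 after rounding to a whole number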;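 further: rat C6 glioma host cells with rolipram phosphodiesterase inhibitor present; the protocol text gives 20 µM as final concentration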
Target sequence (P43116 whole entry, looked up): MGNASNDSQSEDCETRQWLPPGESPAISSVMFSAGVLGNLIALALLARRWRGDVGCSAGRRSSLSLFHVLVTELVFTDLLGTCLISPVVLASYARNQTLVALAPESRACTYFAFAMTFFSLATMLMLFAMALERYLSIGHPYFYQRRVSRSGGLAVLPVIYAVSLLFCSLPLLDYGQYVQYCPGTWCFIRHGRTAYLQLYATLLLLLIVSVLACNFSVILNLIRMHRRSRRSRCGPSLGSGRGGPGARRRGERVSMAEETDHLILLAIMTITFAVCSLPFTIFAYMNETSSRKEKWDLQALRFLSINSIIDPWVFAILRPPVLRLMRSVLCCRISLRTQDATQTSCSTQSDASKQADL
NPY1 pot ag – potentiates or activates human NPY-Y1 receptor; P25929; activation, % at 3.6 µM; NPY-Y1 expressing cells, potentiator/agonist activation; 220,000 tested, 0.37% active; in the data active means activation above about 33%, passing the limit was not always enough;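 further: cells stimulated with NPY at EC10 then isoproterenol at EC100; 0% = low agonist plus stimulus and 100% = saturating agonist plus stimulus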
EP2 mod – modulators of human EP2 prostaglandin E2 receptor; P43116; EP2-expressing cells, cAMP HTRF FRET, PGE2 co-stimulation; induction, % at 25 µM; 260,000 tested, 0.83% active; AID 940;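 active means compounds whose cAMP rise, as percent of the full-agonist control response, exceeds 60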;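 further: rat C6 glioma line stably carrying human EP2 under a CMV promoter; the protocol text gives 20 µM as final concentration; 100% = response of wells given 1 µM PGE2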
14-3-3 Bad inh – disrupts binding of bovine 14-3-3 zeta to phospho-Bad peptide; TR-FRET 14-3-3zeta/Dy647-pBad peptide displacement, 1 h; inhibition, % at 21.7 µM; AID 781; 220,000 tested, 0.71% active;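 active means inhibition above about 70%, limit read from the data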;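 further: 0% = full 14-3-3 plus peptide FRET controls and 100% = background without 14-3-3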
TRPML3 ag – human mucolipin-3 channel agonism. 220,000 tested, 0.29% active. Q8TDD5. HEK293 TRPML3-YFP, Fluo-8 calcium fluorescence; 100% = the carbachol control signal. activation, % at 3 µM;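 active means activation above its plate's cutoff, the mean activation of the plate's test wells plus 3 SD, cut at about 12% in these data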;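 further: 0% = DMSO only wells and 100% = carbachol wells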
Target sequence (Q8TDD5 whole entry, looked up): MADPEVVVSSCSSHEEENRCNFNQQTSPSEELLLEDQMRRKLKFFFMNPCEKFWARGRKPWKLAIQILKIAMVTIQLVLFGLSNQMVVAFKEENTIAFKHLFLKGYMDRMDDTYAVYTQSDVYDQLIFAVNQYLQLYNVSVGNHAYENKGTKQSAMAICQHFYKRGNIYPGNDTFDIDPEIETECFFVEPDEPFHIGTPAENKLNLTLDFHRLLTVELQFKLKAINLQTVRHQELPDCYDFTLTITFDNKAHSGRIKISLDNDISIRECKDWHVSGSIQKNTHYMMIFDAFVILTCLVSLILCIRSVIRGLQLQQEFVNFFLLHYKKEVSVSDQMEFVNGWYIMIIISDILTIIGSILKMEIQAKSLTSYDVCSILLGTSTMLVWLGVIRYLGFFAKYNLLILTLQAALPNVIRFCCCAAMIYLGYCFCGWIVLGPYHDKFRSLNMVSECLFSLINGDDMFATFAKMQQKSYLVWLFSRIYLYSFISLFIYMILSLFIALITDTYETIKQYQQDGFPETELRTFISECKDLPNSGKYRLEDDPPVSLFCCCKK
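Material: HEK293 cells stably carrying human TRPML3-YFP; compound dosing: single dose, 3 µM final nominal compound, 0.3% DMSO final; incubation: 1-h 37 °C dye load, 5-s basal, 120-s post-compound reads; technique: Fluo-8 intracellular calcium fluorescence, excitation 470-495 nm, emission 515-575 nm; read-out basis: percent activation from peak-to-basal fluorescence ratio, scaled between DMSO and carbachol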
Starred values were filed as active, the others as inactive; / = no result given; & = joins results of further samples; [ ] = another dose, or the depositor's remark.

SMILES	zfTRPN1 agonist	CHOP inhibitor	PPC-1+TRAIL kill	NPY Y1 blocker	EP2 antag	NPY1 pot ag	EP2 mod	14-3-3 Bad inh	TRPML3 ag
CC(C)N1CCN(Cc2ccc3nsnc3c2)CC1CCO (configuration not stated)	1.4	-12	-1	2	3	2	-15	-4	0.9
Cc1ccccc1-c1cc(-c2ccccc2O)on1	-0.1	52	19	7	8	-10	0	-4	-0.6
O=C1CCC([N+](=O)[O-])C(c2cc3c(cc2Br)OCO3)N1 (configuration not stated)	-0.9	1	15	-4	5	-8	9	3	0.4
COc1ccc(CNC(=O)C(C)OC(=O)c2cccn2C)cc1 (configuration not stated)	-0.3	-10	-6	2	6	-9	1	-12	0.3
Cc1ccc(/C=N/N=C2/NC(=O)CS2)o1	-0.6	-33	13	1	13	-7	21	-16	-0.2
CCN1CCN(CCNC(=O)CSCc2nc(-c3ccc(OC)c(OC)c3)oc2C)CC1	-0.6	-24	10	8	13	-5	17	8	1.0
CC(C(=O)N=c1sc2ccccc2n1C)N1C(=O)C2CC=CCC2C1=O (configuration not stated)	-0.8	3	18	-4	17	-40	-49	0	0.4
Cc1ccc(-c2noc(CN(C(=O)c3cccc(Br)c3)C(C)C)n2)cc1	-0.1	71*	-10	7	6	-17	14	13	1.4
CCOC(=O)C(C)Oc1c(Br)cc(C2NC(=O)NC(C)=C2C(C)=O)cc1OCC (configuration not stated)	0.0	20	6	-1	1	23	-6	0	0.2
CCCn1c(=N)n(CC(O)COc2cccc(C)c2)c2ccccc21 (configuration not stated)	-0.8	13	34	26*	13	-25	-42	-1	-0.7
CCCN(C(=O)c1ccccc1N)c1c(C)n(C)n(-c2ccccc2)c1=O	-0.8	-16	2	-8	6	-5	12	1	-0.7
CC(=O)Nc1c(O)nc(SCc2ccc(Cl)cc2)[nH]c1=O	1.6	20	-1	2	5	1	1	-13[fluorescence artefact?]	0.8
COc1ccc(NC2=NC(=S)N(c3ccc(C)cc3)C23CCCCC3)cc1	0.6	27	18	3	7	5	-3	1	0.4
COc1ccc(OC(=O)Nc2ccccc2)cc1	0.2	50	24	3	-1	12	-10	-2	-0.6
C1CCC(c2nn3c(-c4n[nH]c5c4CCC5)nnc3s2)CC1	-1.4	12	8	8	8	-6	18	-2	-1.7
S=c1nc(SCc2ccccc2)[nH]c2ccccc12	-1.2	-29	4	11	12	-17	37	-12	-0.5
CCN(CC)C(=O)c1sc(N)c(C(=O)OC(C)C)c1C	-0.9	11	-2	-5	12	-38	20	-5	-0.9
CC(C)Oc1ccc(C(=O)N2CCCC2C(=O)O)cc1 (configuration not stated)	-0.1	24	14	4	5&9	-1	4&-2	5[fluorescence artefact?]	0.0
CCOC(=O)CSc1ccc(C(=O)N2CCN(C)CC2)cc1[N+](=O)[O-]	0.3	14	-18	1	7	16	17	-1	0.4
CCOc1ccc(-c2[nH]ncc2-c2ccc(OC)c(OC)c2)c(O)c1	-1.5	/	8	-1	5	7	-49	-7	-1.2
O=C(Nc1ccccc1SCC1CSc2nc3ccccc3c(=O)n21)c1ccccc1Cl (configuration not stated)	-2.1	-5	19	1	11	4	14	8[fluorescence artefact?]	-0.4
Cc1cccc2c(C(=O)Nn3cnnc3)cc(-c3ccccc3Cl)nc12	0.5	-8	33	7	7	-12	23	2	0.5
Cc1cc(C)nc(NS(=O)(=O)c2ccc(NC(=O)C3CC(=O)N(c4ccccc4)C3)cc2)n1 (configuration not stated)	0.2	21	10	0	12	16	18	-4	0.5
Cc1ccc(-c2nn(-c3cccc(F)c3)cc2CNCCc2ccncc2)o1	-0.1	3	8	6	1	-18	19	-8	0.1
COCCNC(=O)c1cc2oc3ccccc3c2n1C	3.3	-24	13	4	1	9	-33	1[fluorescence artefact?]	0.5
(continued)
SMILES	zfTRPN1 agonist	CHOP inhibitor	PPC-1+TRAIL kill	NPY Y1 blocker	EP2 antag	NPY1 pot ag	EP2 mod	14-3-3 Bad inh	TRPML3 ag
CCOc1cc(-c2nc3ccccn3c2NCC2CCCO2)ccc1O (configuration not stated)	2.4	11	3	-2	10&20	15	-36&-36	-12	0.2
COc1ccc(-n2c(SCC(=O)Nc3ccccc3)nc3c(c2=O)SCC3)cc1	2.3	3	-3	-1	12	0	2	3[fluorescence artefact?]	1.5
Cc1nn(CCOc2cccc(Br)c2)c(C)c1[N+](=O)[O-]	-2.4	25	23	-3	9	7	12	8	-0.6
CC(=O)NC(=S)Nc1sc2c(c1C(N)=O)CCC(C)C2 (configuration not stated)	0.2	12	18	1	11	5	-17	-8	1.1
CC(=O)Oc1ccc(N(C(C)=O)S(=O)(=O)c2cccs2)c2ccccc12	-0.9	-48	0	0	4	6	-6	-12	0.2
CC(=O)Nc1ccc(S(=O)(=O)C(C#N)c2nc3ccccc3nc2NCCN2CCOCC2)cc1 (configuration not stated)	0.0	10	10	1	4	-1	-3	-5	0.9
CCc1ccc(NC(=S)N(CCN2CCOCC2)Cc2ccccc2F)cc1	-2.7	-1	1	0	5	0	11	-5	-0.2
Cc1c(C(=O)OCC(=O)Nc2c(C)n(C)n(-c3ccccc3)c2=O)oc2ccccc12	1.2	11	25	4	10	-1	11	-2	0.1
Cc1cc(C)c2c(SC(C)C)nc(N)nc2n1	0.6	13	31	/	8	23	1	1	0.3
CCC(C)Sc1nc2c([nH]c3ccccc32)c(=O)n1C (configuration not stated)	-0.9	10	20	1	8	-13	16	3	0.1
O=C(Nc1ccc(F)cc1)C1CCN(S(=O)(=O)c2cccs2)CC1	1.7	9	35	-4	9	-9	-55	6	0.2
Cc1cc(C)n(S(=O)(=O)/C=C/c2ccccc2)n1	-1.2	-63	27	1	4	-1	-1	2	1.0
CCn1c(COc2ccccc2C)nnc1SCC(=O)NCc1ccccc1	1.2	15	16	3	9	-1	19	0	0.3
CC(C)CC(=O)O/N=C1\C(=O)N(Cc2ccc(Cl)cc2)c2ccc([N+](=O)[O-])cc21	-1.7	90*	8	-9	4	17	35	5	-0.7
COc1ccc(C(=O)NC(C)c2nc3ccccc3[nH]2)cc1OC (configuration not stated)	1.5	31	-10	3	12	-13	-15	-19[fluorescence artefact?]	-0.3
NC(=O)c1ccc(NC(=O)Cn2c(=O)n(-c3ccccc3)c(=O)c3oc4ccccc4c32)cc1	0.2	15	12	2	10	1	-8	-3	0.8
O=C(NCCCN1CCc2ccccc2C1)Nc1ccc(Br)cc1	0.4	19	16	2	17	-30	-20	6	1.6
Cc1ccc(C)c2[nH]c(=O)c(CN(CCN3CCCC3)C(=O)Nc3ccc(F)cc3)cc12	1.2	3	-2	20	11	-54	-17	-5	-0.2
CN1CCN(S(=O)(=O)c2cccc(C(=O)N(c3ccccn3)C3CCCCC3)c2)CC1	0.0	-11	-11	-3	11	16	-2	5	0.4
COC(=O)c1ccc(C(C2C(=O)CC(C)(C)CC2=O)C2C(=O)CC(C)(C)CC2=O)cc1	0.9	1	12	/	15	3	18	-2	0.6
C/C(CC(=O)NCc1ccco1)=N\NC(=O)Cc1ccccc1	-2.6	-2	25	3	10	-11	-6	2	0.3
Cc1noc(C)c1CSCC(=O)N1CCN(c2ccc(F)cc2)CC1	12	24	4	-2	4	13	-41	-9	3.7
O=C(NC1=NCCS1)c1sc2ccccc2c1Cl	-1.2	-13	35	-3	21	-1	-5	7	0.0
COc1ccccc1Nc1nnc(SCc2cc(=O)n3cc(C)ccc3n2)s1	4.4	-14	12	-6	3	-27	-65	-6	-0.1
CCOC(=O)C1=NOC(CNC(=O)c2c(-c3ccccc3Cl)noc2C)C1 (configuration not stated)	0.4	-2	-8	2	11	-25	13	-3	0.9

An excerpt of these results, bar-delimited:
Structure | zfTRPN1 agonist | CHOP inhibitor | PPC-1+TRAIL kill | NPY Y1 blocker | EP2 antag | NPY1 pot ag | EP2 mod | 14-3-3 Bad inh | TRPML3 ag
O=C(Nc1ccc(F)cc1)C1CCN(S(=O)(=O)c2cccs2)CC1 | 1.7 | 9 | 35 | -4 | 9 | -9 | -55 | 6 | 0.2
Cc1cc(C)n(S(=O)(=O)/C=C/c2ccccc2)n1 | -1.2 | -63 | 27 | 1 | 4 | -1 | -1 | 2 | 1.0
CCn1c(COc2ccccc2C)nnc1SCC(=O)NCc1ccccc1 | 1.2 | 15 | 16 | 3 | 9 | -1 | 19 | 0 | 0.3
CC(C)CC(=O)O/N=C1\C(=O)N(Cc2ccc(Cl)cc2)c2ccc([N+](=O)[O-])cc21 | -1.7 | 90* | 8 | -9 | 4 | 17 | 35 | 5 | -0.7
COc1ccc(C(=O)NC(C)c2nc3ccccc3[nH]2)cc1OC (configuration not stated) | 1.5 | 31 | -10 | 3 | 12 | -13 | -15 | -19[fluorescence artefact?] | -0.3
NC(=O)c1ccc(NC(=O)Cn2c(=O)n(-c3ccccc3)c(=O)c3oc4ccccc4c32)cc1 | 0.2 | 15 | 12 | 2 | 10 | 1 | -8 | -3 | 0.8
O=C(NCCCN1CCc2ccccc2C1)Nc1ccc(Br)cc1 | 0.4 | 19 | 16 | 2 | 17 | -30 | -20 | 6 | 1.6
Cc1ccc(C)c2[nH]c(=O)c(CN(CCN3CCCC3)C(=O)Nc3ccc(F)cc3)cc12 | 1.2 | 3 | -2 | 20 | 11 | -54 | -17 | -5 | -0.2
CN1CCN(S(=O)(=O)c2cccc(C(=O)N(c3ccccn3)C3CCCCC3)c2)CC1 | 0.0 | -11 | -11 | -3 | 11 | 16 | -2 | 5 | 0.4

Further entries
SMILES	zfTRPN1 agonist	CHOP inhibitor	PPC-1+TRAIL kill	NPY Y1 blocker	EP2 antag	NPY1 pot ag	EP2 mod	14-3-3 Bad inh	TRPML3 ag
N#Cc1cc(N)c(Nc2ccccc2)cc1C#N	0.2	68	12	-2	21	0	-14	3	-0.1
COc1ccc(/C=N\NC(=O)CNC(=O)C(c2ccccc2)c2ccccc2)cc1[N+](=O)[O-]	-0.2	16	-3	2	6	-45	4	-10[fluorescence artefact?]	0.5
Cc1ccc(C2c3sc(=O)[nH]c3SC3C(=O)NC(=O)C32)cc1 (configuration not stated)	2.1	9	14	-2	10	-2	-8	13	0.0
CNC(=O)NC(=O)CSc1nc(-c2cccs2)c(C#N)c(=O)[nH]1	1.1	5	15	2	16	4	79*	-7	0.3
CCCN1Cc2cccc(C(=O)Nc3ccc(CN4CCCC4)cc3)c2C1=O	1.1	20	-16	6	7	-42	8	4[fluorescence artefact?]	-0.3
CCOC(=O)NC(=O)CSc1nc2ccc(OCC)cc2[nH]1	-1.1	15	9	2	/	9	-1	-6[fluorescence artefact?]	0.1
COc1cc(CC(=O)OCC(=O)NC2CCCCC2)cc(OC)c1OC	-0.3	14	31	7	1	21	2	-19	0.9

This is a subset (hit frequency here may not be typical).
